From PubChem BioAssay
PI5P4K alpha inh = blocks human PI5P4K alpha kinase activity; P48426; PI5P4Kalpha enzyme, ADP-Glo luminescence, 60 min; stronger effect = lower value; max response, %; AID 652105; actives 1.2% (n = 330,000); active = max response of -50% or lower; inconclusive = between -30% and -50%; inactive = -30% or higher; note: value at the top dose of about 77 µM; % is set by controls: 0 for no effect and ±100 for the full control effect
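Single end-point luminescence (ADP-Glo) quantified ADP from PI5P4Kalpha turnover; ATP 5 microM final, 1 h at RT, 0.1% CHAPS and 0.28 mM EGTA in HEPES pH 7.4.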
EPAC1 antagonist = antagonists of human EPAC1. EPAC1 GEF assay, Rap1b-BODIPY-GDP exchange fluorescence. actives 0.14% (n = 360,000). Potency, µM (doses to about 115 µM), inactives show at the highest dose activity change, negative = inhibition, usual class: inhibitors. O95398;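 note: potency is the fitted concentration of half-maximal effect; plate controls were vehicle for no effect and positive control for full effect; nearly all actives have a fitted effect of over 50% in size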
Target sequence (O95398 whole entry, looked up): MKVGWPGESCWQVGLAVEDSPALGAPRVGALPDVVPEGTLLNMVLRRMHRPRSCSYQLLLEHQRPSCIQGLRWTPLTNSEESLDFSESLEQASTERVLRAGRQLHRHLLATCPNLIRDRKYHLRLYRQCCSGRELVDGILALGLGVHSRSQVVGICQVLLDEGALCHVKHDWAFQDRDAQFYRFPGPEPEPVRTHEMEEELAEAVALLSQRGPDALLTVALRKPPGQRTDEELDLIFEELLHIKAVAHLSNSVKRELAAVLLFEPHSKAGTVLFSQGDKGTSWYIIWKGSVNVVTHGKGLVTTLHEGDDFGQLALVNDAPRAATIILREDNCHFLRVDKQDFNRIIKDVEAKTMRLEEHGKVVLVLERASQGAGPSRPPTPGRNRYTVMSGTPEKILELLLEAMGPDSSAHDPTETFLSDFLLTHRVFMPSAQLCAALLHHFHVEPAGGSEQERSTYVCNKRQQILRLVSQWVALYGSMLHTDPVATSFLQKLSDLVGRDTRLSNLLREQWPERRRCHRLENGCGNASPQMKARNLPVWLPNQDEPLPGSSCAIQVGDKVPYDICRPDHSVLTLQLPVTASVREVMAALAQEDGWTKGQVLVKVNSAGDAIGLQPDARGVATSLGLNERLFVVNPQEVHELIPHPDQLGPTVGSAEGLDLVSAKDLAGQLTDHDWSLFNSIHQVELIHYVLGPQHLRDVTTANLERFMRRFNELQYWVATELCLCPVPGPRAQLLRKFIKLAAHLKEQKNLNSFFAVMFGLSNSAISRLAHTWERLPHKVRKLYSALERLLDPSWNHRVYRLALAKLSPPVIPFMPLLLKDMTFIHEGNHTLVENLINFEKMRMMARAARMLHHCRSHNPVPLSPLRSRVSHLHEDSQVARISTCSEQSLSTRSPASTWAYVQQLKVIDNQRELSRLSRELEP
EPAC2 antagonist = blocks human EPAC2 exchange factor; EPAC2 GEF exchange of Rap1B-BODIPY-GDP, fluorescence; actives 0.18% (n = 360,000); Potency, µM (titrated, usually from 114 µM), for the others: at the top dose activity, negative = inhibition, actives largely listed as inhibitors; AID 720708; note: potency is the fitted concentration of half-maximal effect; % is set by controls: 0 for no effect and ±100 for the full control effect; nearly all actives have a fitted effect of over 45% in size; many of its hits are not listed in these tables
WRN inhibitor = inhibitors of human WRN helicase; WRN helicase unwinding, fluorescent forked duplex, kinetic; actives 0.46% (n = 360,000); Q14191; Potency, µM (series often up to 114 µM), inactives show top-dose activity change, negative = inhibition, hits mostly inhibitors; note: potency is the fitted concentration of half-maximal effect; % is set by controls: 0 for no effect and ±100 for the full control effect; nearly all actives have a fitted effect of over 55% in size
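Screening of the MLSMR collection measured strand separation of a quenched forked DNA duplex (100 nM) by 20 nM WRN with 2 mM ATP, all final. Compounds were preincubated with enzyme 15 min at room temperature.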
EPAC1 ag = EPAC1 (human) agonism. AID 720707. actives 0.073% (n = 360,000). EPAC1 agonist qHTS, biochemical assay; response scale: 100% = response to 6.5 mM cAMP. Potency, µM (highest dose often 154 µM), without a hit: top-dose activation, hits mostly activators; note: potency is the fitted concentration of half-maximal effect; nearly all actives have a fitted effect of over 60% in size
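Read-out is the fluorescence drop as BODIPY-GDP leaves Rap1B (480 nm excitation, 540 nm emission), recorded every 5 minutes over 30 minutes. Reactions held 100 nM EPAC1, 250 nM Rap1B–BODIPY-GDP and 50 uM GDP, with 6.5 mM cAMP setting full activation.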
CCT chaperon mod = changes cytosolic chaperonin activity; purified chaperonin ATPase assay, HTRF ADP detection, 30 min; activity change, % (no concentration beside the values), hits read low; actives 0.3% (n = 360,000); in the data active = activity change below about -30%; note: % is set by controls: 0 for no effect and ±100 for the full control effect
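First, chaperonin was dispensed at 40 nM or 20 nM final depending on batch activity. Next, compounds were pinned at 76 uM and ATP added at 10 uM. After 30 min at 37 °C, ADP detection reagents ran 30 min at ambient temperature.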
MmCpn inh = inhibitors of Methanococcus maripaludis chaperonin (MmCpn). purified Mm-Cpn ATPase, ADP Transcreener TR-FRET. Potency, µM (doses to about 76.9 µM), for inactives: top-dose activity, negative = inhibition, actives largely listed as inhibitors. actives 0.031% (n = 330,000); note: potency is the fitted concentration of half-maximal effect; % is set by controls: 0 for no effect and ±100 for the full control effect; nearly all actives have a fitted effect of over 80% in size
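TR-FRET (320 nm excitation; 590 and 665 nm emission) reports ADP made from 10 uM ATP by 25 nM enzyme; compounds were preincubated 10 min, reaction run 30 min, both at 37°C.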
PLK1 PBD block = blocks phosphopeptide binding to human PLK1 polo-box domain; P53350; Plk1 PBD binding of FITC phosphopeptide, fluorescence polarization; Potency, µM, without a hit: max response, negative = inhibition, hits mostly inhibitors; actives 2.8% (n = 360,000); AID 720504; note: potency is the fitted concentration of half-maximal effect; series mostly up to about 57 µM; % is set by controls: 0 for no effect and ±100 for the full control effect; nearly all actives have a fitted effect of over 65% in size
The depositor's hits bear a star. Unless noted, calls come from the whole dose curve; as a rule, active = well fitted curve in the direction sought with a large enough effect; inconclusive = small, poorly fitted or top-dose-only effect, or another doubt; inactive = no such curve, though single readings can be large; an effect the other way counts as inactive or inconclusive. These rows are one share of the data (hit frequency here may not be typical).

Screening Cc1c(C(=O)OCC(=O)NCC2CCCO2)oc2ccccc12 (centres undefined) returned PI5P4K alpha inh 1, EPAC1 antagonist -6%, EPAC2 antagonist 4%, WRN inhibitor -15%, EPAC1 ag 1%, CCT chaperon mod -1.4, MmCpn inh -3% and PLK1 PBD block 2%.
For O=C(CSc1cccc[n+]1[O-])Nc1cccc(S(=O)(=O)NC2=NCCCCC2)c1 the results were PI5P4K alpha inh 1, EPAC1 antagonist 8%, EPAC2 antagonist 4%, WRN inhibitor 3%, EPAC1 ag 12%, CCT chaperon mod -3.0, MmCpn inh 1% and PLK1 PBD block 1%.
Screening NC(Cc1ccccc1)c1csc(Nc2cc(Oc3ccccc3)ncn2)n1 (centres undefined) returned PI5P4K alpha inh 1, EPAC1 antagonist -13%, EPAC2 antagonist 3%, WRN inhibitor 2%, EPAC1 ag -2%, CCT chaperon mod -0.8 and PLK1 PBD block -8%.
Screening Cc1cc(C)n(-c2cc(=O)n(C)c(=O)n2C)n1 returned PI5P4K alpha inh -4, EPAC1 antagonist 4%, EPAC2 antagonist 6%, WRN inhibitor 5%, EPAC1 ag -5%, CCT chaperon mod -0.3, MmCpn inh 2% and PLK1 PBD block -2%.
For Cc1cc(C)cc(C(=O)NCC(=O)NCc2ccc(S(N)(=O)=O)cc2)c1 the results were PI5P4K alpha inh -6, EPAC1 antagonist 4%, EPAC2 antagonist 14%, WRN inhibitor 2%, EPAC1 ag -9%, CCT chaperon mod -0.4, MmCpn inh 1% and PLK1 PBD block 5%.
For Cc1ccc(N2C(=O)CSC2c2cccs2)cc1 (centres undefined) the results were EPAC1 antagonist -5%, EPAC2 antagonist -1%, WRN inhibitor -2%, EPAC1 ag -1%, CCT chaperon mod -2.1, MmCpn inh 0% and PLK1 PBD block -6%.
For CCOC(=O)c1noc(C)c1C(=O)Nc1cccc(F)c1 the results were PI5P4K alpha inh 10, EPAC1 antagonist -8%, EPAC2 antagonist -2%, WRN inhibitor -12%, EPAC1 ag 2%, CCT chaperon mod -0.3, MmCpn inh 1% and PLK1 PBD block -7%.
CNc1cnc(-c2cc(OC)c(OC)c(OC)c2)cn1 was read as PI5P4K alpha inh 2, EPAC1 antagonist inconclusive, EPAC2 antagonist -16%, WRN inhibitor -3%, EPAC1 ag 6%, CCT chaperon mod -0.9 and PLK1 PBD block -14%.
Screening Cc1nc2ccccc2n1CC(=O)N/N=C\C=C\c1ccccc1 returned EPAC1 antagonist -12%, EPAC2 antagonist -1%, WRN inhibitor -4%, EPAC1 ag 2%, CCT chaperon mod -0.2, MmCpn inh 0% and PLK1 PBD block -7%.
`Cc1cc(C)c(NC(=O)c2cc3c(nc4sccn43)s2)c(C)c1` gave PI5P4K alpha inh -4, EPAC1 antagonist -14%, EPAC2 antagonist -7%, WRN inhibitor -8%, EPAC1 ag 0%, CCT chaperon mod -0.9, MmCpn inh -2% and PLK1 PBD block -20%.
Screening CCn1c(SCc2c(Cl)cccc2Cl)nnc1-c1nn(-c2ccccc2)ccc1=O returned PI5P4K alpha inh 7, EPAC1 antagonist 13%, EPAC2 antagonist 6%, WRN inhibitor -1%, EPAC1 ag -2%, CCT chaperon mod -0.5, MmCpn inh 0% and PLK1 PBD block -2%.
Screening C/C(=N\N=C(/N)SC1CC(=O)N(c2ccc(Br)cc2)C1=O)c1cccs1 (centres undefined) returned EPAC1 antagonist -17%, EPAC2 antagonist -18%, WRN inhibitor -27%, EPAC1 ag 27%, CCT chaperon mod -1.8, MmCpn inh 0% and PLK1 PBD block -16%.
For CSc1ccc(CN2CCC2(C)C(=O)NC2CCc3ccccc32)cc1 (centres undefined) the results were PI5P4K alpha inh 15, EPAC1 antagonist -15%, EPAC2 antagonist -13%, WRN inhibitor -10%, EPAC1 ag -14%, CCT chaperon mod 3.6 and PLK1 PBD block -8%.
Screening CCOc1ccc(/C(C)=N\NC(=O)Cc2ccccc2)cc1 returned PI5P4K alpha inh -2, EPAC1 antagonist 1%, EPAC2 antagonist 4%, WRN inhibitor 0%, EPAC1 ag 14%, CCT chaperon mod -0.7, MmCpn inh -1% and PLK1 PBD block -11%.
`CC(/C=C1\SC(=O)N(CC(=O)Nc2cccc(O)c2)C1=O)=C\c1ccccc1` gave PI5P4K alpha inh -8, EPAC1 antagonist -3%, EPAC2 antagonist -10%, WRN inhibitor -15%, EPAC1 ag 17%, CCT chaperon mod 0.5, MmCpn inh 0% and PLK1 PBD block -4%.
For CC(=O)N1CCN(C(=O)C(Cc2c[nH]c3ccccc23)NC(=O)c2ccccc2Cl)CC1 (centres undefined) the results were PI5P4K alpha inh -6, EPAC1 antagonist 4%, EPAC2 antagonist 1%, WRN inhibitor 8%, EPAC1 ag 3%, CCT chaperon mod 0.2, MmCpn inh -2% and PLK1 PBD block -6%.
For O=C(NC1CCN(C(=O)Nc2ccccc2)CC1)C1CCCCC1 the results were PI5P4K alpha inh 1, EPAC1 antagonist -2%, EPAC2 antagonist 12%, WRN inhibitor 10%, EPAC1 ag 10%, CCT chaperon mod -1.3, MmCpn inh -1% and PLK1 PBD block -10%.
Screening CC1=C(C(N)=O)C(c2sccc2C)n2nnnc2N1 (centres undefined) returned PI5P4K alpha inh -8, EPAC1 antagonist -6%, EPAC2 antagonist -3%, WRN inhibitor -4%, EPAC1 ag 1%, CCT chaperon mod -2.2, MmCpn inh -4% and PLK1 PBD block 0%.
For COc1ccc(S(=O)(=O)N(C)C[C@H]2Oc3ccc(NS(=O)(=O)c4cccs4)cc3CC(=O)N([C@H](C)CO)C[C@H]2C)cc1 the results were PI5P4K alpha inh 0, EPAC1 antagonist -16%, EPAC2 antagonist 2%, WRN inhibitor 3%, EPAC1 ag 1%, CCT chaperon mod -7.7, MmCpn inh -1% and PLK1 PBD block -7%.
For CCc1nnc(NC(=O)c2cccc(S(=O)(=O)N3CCc4ccccc43)c2)s1 the results were PI5P4K alpha inh -6, EPAC1 antagonist 15%, EPAC2 antagonist 12%, WRN inhibitor 2%, EPAC1 ag -6%, CCT chaperon mod 3.1, MmCpn inh 0% and PLK1 PBD block -14%.
Screening C[C@H](CO)N1C[C@H](C)[C@@H](CN(C)C(=O)Nc2ccc3c(c2)OCO3)Oc2ccc(NS(=O)(=O)c3ccccc3)cc2C1=O returned PI5P4K alpha inh -2, EPAC1 antagonist -19%, EPAC2 antagonist 3%, WRN inhibitor -1%, EPAC1 ag -7%, CCT chaperon mod -1.7, MmCpn inh 1% and PLK1 PBD block -20%.
Screening COc1cc(C(c2nnnn2C(C)(C)C)N2CCN(C)CC2)cc(OC)c1OC (centres undefined) returned PI5P4K alpha inh -2, EPAC1 antagonist -1%, EPAC2 antagonist -8%, WRN inhibitor 9%, EPAC1 ag -2%, CCT chaperon mod -1.8, MmCpn inh 1% and PLK1 PBD block -12%.
Cc1cccc(-c2nc(CS(=O)CC(=O)NC3CCCC(C)C3C)c(C)o2)c1 (centres undefined) was read as PI5P4K alpha inh 3, EPAC1 antagonist 0%, EPAC2 antagonist -15%, WRN inhibitor 4%, EPAC1 ag -16%, CCT chaperon mod -0.4, MmCpn inh -3% and PLK1 PBD block -25%.
Fc1ccccc1N1CCN(C2CCN(Cc3c[nH]c4ccccc34)CC2)CC1 was read as EPAC1 antagonist 13%, EPAC2 antagonist 6%, WRN inhibitor 3%, EPAC1 ag 2%, CCT chaperon mod -0.7, MmCpn inh 1% and PLK1 PBD block -1%.
For CN(C(=O)c1ccccc1Cl)c1ccccc1C(=O)NCc1ccccc1 the results were PI5P4K alpha inh -3, EPAC1 antagonist 1%, EPAC2 antagonist 0%, WRN inhibitor 10%, EPAC1 ag -5%, CCT chaperon mod -1.5, MmCpn inh -4% and PLK1 PBD block 2%.
`COc1ccc(N/C(=C/[N+](=O)[O-])SC)cc1` gave PI5P4K alpha inh 0, EPAC1 antagonist 8%, EPAC2 antagonist 1%, WRN inhibitor -5%, EPAC1 ag -2%, CCT chaperon mod -1.8, MmCpn inh -4% and PLK1 PBD block -8%.
`Cc1ccc(N2C(=O)NC(NC(=O)C3CC3)(C(F)(F)F)C2=O)cc1` (centres undefined) gave PI5P4K alpha inh -4, EPAC1 antagonist -5%, EPAC2 antagonist 0%, WRN inhibitor -14%, EPAC1 ag -7%, CCT chaperon mod -0.9, MmCpn inh 1% and PLK1 PBD block -4%.
Screening COc1cccc(NC(=O)C2C3C=CC4(O3)C2C(=O)N(C(C)C)C4C(=O)NC2CCCCC2C)c1 (centres undefined) returned PI5P4K alpha inh 1, EPAC1 antagonist 5%, EPAC2 antagonist 7%, WRN inhibitor 5%, EPAC1 ag -2%, CCT chaperon mod -1.8, MmCpn inh 2% and PLK1 PBD block -12%.
For S=C(Nc1cccc(Cl)c1)N(CCCN1CCCC1)Cc1cccn1Cc1ccc(Cl)cc1 the results were PI5P4K alpha inh -1, EPAC1 antagonist -7%, EPAC2 antagonist -12%, WRN inhibitor -8%, EPAC1 ag 16%, CCT chaperon mod -1.9, MmCpn inh 1% and PLK1 PBD block -7%.
Screening CCOc1ccc(N(CC(=O)N/N=C/c2cccnc2)S(C)(=O)=O)cc1 returned PI5P4K alpha inh 5, EPAC1 antagonist 8%, EPAC2 antagonist 6%, WRN inhibitor 2%, EPAC1 ag -1%, CCT chaperon mod 0.9, MmCpn inh 0% and PLK1 PBD block -1%.
Screening CN(CCO)c1cc(NCCCN2CCC(Cc3ccccc3)CC2)c2nonc2c1[N+](=O)[O-] returned PI5P4K alpha inh -4, EPAC1 antagonist -7%, EPAC2 antagonist 0%, WRN inhibitor 7%, EPAC1 ag 1%, CCT chaperon mod -3.8, MmCpn inh -3% and PLK1 PBD block -13%.
Screening OCCC1CN(Cc2cc(F)ccc2-n2cccn2)CCN1Cc1ccc(F)cc1 (centres undefined) returned PI5P4K alpha inh -3, EPAC1 antagonist -12%, EPAC2 antagonist 4%, WRN inhibitor 0%, EPAC1 ag -5%, CCT chaperon mod -0.5, MmCpn inh -3% and PLK1 PBD block -12%.
Screening O=C(OCc1cc(Cl)ccc1OC(F)F)c1cccnc1 returned PI5P4K alpha inh -7, EPAC1 antagonist -23%, EPAC2 antagonist -25%, WRN inhibitor -32%, EPAC1 ag 0%, CCT chaperon mod -6.4, MmCpn inh -1% and PLK1 PBD block -20%.
